Screening data deposited in PubChem by several laboratories.
AHR act – AHR activators, primary screen, cell-based, luminescence, luciferase reporter, human; activation, % at 5 µM; AID 2796, 2010; Aryl hydrocarbon receptor (Homo sapiens), P35869; AHR-responsive luciferase reporter cells; 320,000 tested, 2.5% active; in the data active means activation above about 47%;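 further: 0% = vehicle wells and 100% = reference agonist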
ZTA counter – blocks Epstein-Barr virus ZTA, an EBNA-1 counter-screen. 320,000 tested, 0.15% active. inhibition, % at 11 µM. AID 2234. ZTA-DNA binding, fluorescence polarization. P03206; in the data active means inhibition above about 33%
procasp7 counter – procaspase-7 activators, primary screen, counter-screen for procaspase-3 activator project, biochemical, absorbance, HTS, human | Caspase-7 (Homo sapiens), P55210 | recombinant procaspase-7, Ac-DEVD-pNA absorbance 405 nm; D23A/D198A/D206A triple mutant, cannot self-cleave; scale: DMSO 0, 5 µM enzyme 100 | activation, % at 8.5 µM | 330,000 tested, 0.093% active;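 active means percent activation above the screen-wide mean plus 3 SD, cut at about 25% in these data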
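Replicates: singlicate. Assay system: Procaspase-7 triple mutant (PC-7 D3A). Signal: 405 nm absorbance of p-nitroaniline. Times: 1 h preincubation, 2 h reaction. Buffer or medium: Zinc-free HEPES pH 7.4 with 300 mM NaCl, 0.01% Triton X-100. Also added: DEVD-pNA substrate. Benchmarks: DMSO wells as 0%, DMSO with 5 µM added PC-7 as 100%.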
MEP2 TOR yeast – modulators of MEP2-GFP levels in yeast, primary screen, S. cerevisiae, multiplex flow cytometry, MLPCN library | GFP response vs DMSO, % at 10 µM | S. cerevisiae MEP2-GFP strain, 3 h; 100% = DMSO control level | 330,000 tested, 0.51% active;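 active means GFP response versus DMSO above a set limit, roughly screen mean plus 3 SD, cut at about 180% in these data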;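 further: median GFP fluorescence of the barcode-gated MEP2-GFP cells per well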
procasp3 activ – activators of human procaspase-3 D3A mutant, primary screen, biochemical, absorbance, PC-3 D3A mutant, single concentration; Caspase-3 (Homo sapiens), P42574; recombinant procaspase-3 D3A, Ac-DEVD-pNA absorbance 405 nm; activation, % at 8.5 µM; 330,000 tested, 0.11% active; AID 463141, 2010;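 active means activation above the mean of all tested compounds plus 3 SD, cut at about 21% in these data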;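 further: 0% = DMSO alone and 100% = DMSO wells spiked with extra 5 µM PC-3 D3A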
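Assay system – Procaspase-3 D3A mutant · Benchmarks – DMSO low control, extra-enzyme high control · Technique – 405 nm absorbance of p-nitroaniline, reads at 0 and 120 min · Doses – 8.5 µM nominal · Measure – % activation between DMSO and enzyme-spiked controls · Also added – Ac-DEVD-pNA chromogenic peptide substrate · Schedule – 1 h compound preincubation, 2 h substrate hydrolysis at 25 °C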
LAP4 TOR yeast – modulators of LAP4-GFP expression in yeast, primary screen, S. cerevisiae, multiplex flow cytometry, MLPCN library; 320,000 tested, 0.34% active; 3 h; median GFP as percent of DMSO wells; AID 2023, 2009; GFP response vs DMSO, % at 10 µM;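 active means GFP response vs DMSO above a set limit, about the screen mean plus 3 SD, cut at about 150% in these data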
EBNA-1 inh – EBNA-1 DNA-binding inhibitors, primary screen, biochemical, fluorescence polarization | inhibition, % at 14.8 µM | 300,000 tested, 0.34% active; in the data active means inhibition above about 28%
RPL19A-GFP yeast – RPL19A-GFP expression modulators in yeast, primary screen, cell-based, S. cerevisiae, multiplex flow cytometry, MLPCN. 330,000 tested, 0.3% active. S. cerevisiae RPL19A-GFP strain, 3 h; stronger effect = lower value. percent response vs DMSO, % at 10 µM;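 active means percent response vs DMSO below 50%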;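 further: median channel GFP fluorescence of the barcoded RPL19A-GFP strain; ratio of sample median GFP to plate DMSO average so 100% = DMSO; lower means less RPL19A-GFP as with rapamycin TOR inhibition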
Active calls of the source: *; nt = not tested or not shown; [ ] = dose if it differs, or a comment.

SMILES	AHR act	ZTA counter	procasp7 counter	MEP2 TOR yeast	procasp3 activ	LAP4 TOR yeast	EBNA-1 inh	RPL19A-GFP yeast
Cc1ccc(N2CC(C(=O)OCC(=O)C(C)(C)C)CC2=O)cc1 (stereo not given)	0	1	7	118	-2	101	16	95
Cc1cc(NC(=O)Cn2cnc3c(nnn3-c3cccc(F)c3)c2=O)no1	0	-8	0	110	2	107	-2	94
c1ccc(-c2ccc3nnnn3n2)cc1	-1	-8	6	108	6	111	2	100
O=C(NC(NC(=S)N1CCOCC1)C(Cl)(Cl)Cl)c1ccc(Cl)cc1 (stereo not given)	20	13	-2	98	-3	95	3	99
Cc1cc(NC(=O)c2ccc3c(c2)C(=O)N(C)C3=O)no1	0	4	-4	102	-3	104	-12	105
COc1ccccc1CNC(=O)C(c1ccccc1)c1ccccc1	3	2	0	104	1	81	5	98
O=C(Nc1cccc(S(=O)(=O)N2CCCC2)c1)C1CCCN1C(=O)c1cccs1 (stereo not given)	3	-4	5	103	0	95	-3	102
O=C1CC(NC23CC4CC(CC(C4)C2)C3)C(=O)N1c1ccc2c(c1)OCO2 (stereo not given)	0	2	-26	113	-24	107	1	112
COC(=O)c1ccc(OC(=O)C23CCC(C)(C(=O)O2)C3(C)C)cc1 (stereo not given)	-2	5	3	94	-3	99	-5	95
C#CCOc1ccc(/C=C2\SC(=S)N(Cc3cccnc3)C2=O)cc1	3	-2	-7	100	0	98	24	107

Two entries from above in a different format:
Compound,AHR act,ZTA counter,procasp7 counter,MEP2 TOR yeast,procasp3 activ,LAP4 TOR yeast,EBNA-1 inh,RPL19A-GFP yeast
O=C(NC(NC(=S)N1CCOCC1)C(Cl)(Cl)Cl)c1ccc(Cl)cc1 (stereo not given),20,13,-2,98,-3,95,3,99
Cc1cc(NC(=O)c2ccc3c(c2)C(=O)N(C)C3=O)no1,0,4,-4,102,-3,104,-12,105

Further compounds
SMILES	AHR act	ZTA counter	procasp7 counter	MEP2 TOR yeast	procasp3 activ	LAP4 TOR yeast	EBNA-1 inh	RPL19A-GFP yeast
COc1ccc(C2=NN(c3ccccc3)C(c3ccc(OC)c(OC)c3)C2)cc1 (stereo not given)	3	8	-23	183*[may fluoresce violet]	-14	87[may fluoresce violet]	1	77[may fluoresce violet]
CC(=O)c1c(C)[nH]c(C(=O)COC(=O)c2cccnc2Cl)c1C	3	9	2	95	-2	94	nt	96
CC(=O)OC(COc1ccccc1)Cn1cnc2ccccc21 (stereo not given)	1	-9	9	102	1	103	-2	101
COc1ccc(S(=O)(=O)N(C)CC(=O)N2CCCC2)cc1OC	18	-15	-3	102	-2	89	-5	110
O=C(CN1CCOc2ccccc21)NC1CC1	32	21	-1	95	4	104	7	98
Cc1cc(NC(=O)c2ccccc2F)ncc1NC(=O)c1cccs1	2	-1	-5	105	6	90	-1	104
CCOC(=O)N1CCN(CC(=O)Nc2ccc(Oc3ccccc3)cc2)CC1	4	12	2	103	-61	104	5	98
CC1(C)CC(=O)C2=C(C1)OC(N)=C([N+](=O)[O-])C2c1cccs1 (stereo not given)	2	-27	-23	110	-12	100	-4	104
Cc1ccc(OCC(=O)Nc2ccc(N3CCOCC3)cc2)cc1	0	-6	1	102	5	105	3	102
COc1ccc(C(=O)NNC(=O)CCCCC(=O)NNC(=O)c2ccc(OC)cc2)cc1	0	-20	-3	94	-1	99	-7	97
COc1ccc(C2C(Oc3ccccc3)C(=O)N2c2ccc(C)c(C)c2)cc1OC (stereo not given)	2	2	6	99	-4	nt	-10	97
Cn1nccc1NC(=O)Nc1ccc(Cl)cc1	2	-3	6	100	-2	107	-4	98
COC(=O)C1CCN(Cc2cn(Cc3ccccc3)nc2-c2cc3ccccc3o2)CC1	19	-9	2	99	5	96	-3	96
O=C(CNC(=O)c1ccccc1)OCc1nnc(-c2ccc(Cl)cc2)o1	0	5	9	96	5	92	-9	95
CCOC(=O)N1CCN(CC(=O)Nc2c(C(=O)OC)[nH]c3ccc(Cl)cc23)CC1	6	14	5	103	3	113	0	93
NC(=O)COC(=O)c1ccc(Cl)c(S(=O)(=O)N2CCCCCC2)c1	0	-11	8	99	8	109	2	91
O=C(OCC(=O)N1CCOCC1)c1ccccc1Cc1ccccc1	-1	8	4	97	-9	101	3	98
O=C(CSc1ncnc2c1cnn2-c1ccccc1)NC1CCCC1	25	2	7	96	7	112	-11	95
C=CCc1cc(/C=C2/NC(=O)NC2=O)cc(OCC)c1O	6	-14	-3	96	-12	97	-1	99
Cc1cccc(Nc2nc(-c3ccccc3)c(C(=O)Nc3cccnc3)s2)c1	51*	11	6	98	-13	99	8	94
COc1ccc(C2CC(c3ccccc3)=NN2C(=O)COC(=O)c2cnc(Cl)c(Cl)c2)cc1 (stereo not given)	1	10	-6	101	11	93	-13	98
CCCCn1c(N)c(N(CCOC)C(=O)COc2ccc(C(C)=O)cc2)c(=O)[nH]c1=O	1	-10	8	111	-10	105	-9	107
CCOc1ccc(CC(=O)NNC(=S)NC)cc1	0	-3	-2	95	-9	98	2	97
COc1ccc2c(CCNC(=O)/C=C/c3ccc(OC)c(OC)c3)c[nH]c2c1	3	-7	2	117	4	104	-4	121
CCOc1ccc(N/C(N)=N/c2nc(CSc3nnc(C)s3)cc(=O)[nH]2)cc1	7	-16	6	95	-3	106	-4	97
CCCn1c(=O)n(N)c2ccccc21	17	-7	-3	98	-5	93	7	100
O=C(NN1S(=O)(=O)c2ccccc2S1(=O)=O)c1ccc(Br)cc1	1	-3	-4	94	-10	116	-11	101
CC1CCN(S(=O)(=O)c2ccc(C(=O)Nc3nnc(C4=COCCO4)o3)cc2)CC1	1	0	3	99	0	82	-2	97
COc1cc(C(=O)Nc2ccc(OCC(=O)O)cc2)cc(OC)c1OC	1	-9	10	103	2	105	-6	99
Cc1ccc(SC2=C(Sc3ccc(C)cc3)C(=O)c3ccccc3C2=O)cc1	24	-17	-3	104	-2	110	1	103
Cc1nn(CC(=O)NCCCc2ccccc2)c(=O)c2cccn12	3	-20	-1	89	0	93	-4	96
O=C(CN1C(=O)/C(=C2\SC(=S)N(C3CCS(=O)(=O)C3)C2=O)c2ccccc21)Nc1ccccc1 (stereo not given)	3	6	-19	104	-13	99	-3	103
Cc1ccc(C)c(Cn2c(C)nc3c(sc(=S)n3-c3ccccc3)c2=O)c1	0	12	6	93	4	98	12	96
COc1c(C)cccc1C(=O)Nc1cc(-c2nn3c(C)nnc3s2)ccc1C	6	-6	12	99	4	107	6	96
COc1ccc(OC)c(S(=O)(=O)N2CCC(C(=O)NCc3ccccc3)CC2)c1	0	13	0	105	-7	117	0	100
Cc1sc2nc(SCC(=O)NCCO)n(-c3ccccc3)c(=O)c2c1C	1	8	2	94	2	94	7	105
COc1ccc([C@H]2CC(=O)C=C(c3ccc(OC(F)(F)F)cc3)C2)cc1	1	1	8	96	14	109	nt	96
O=C1NC2(CCCC2)C(=O)N1CC(=O)N(Cc1ccccc1)c1ccccc1	-2	1	7	97	3	112	6	102
C=CCN1C(=O)CSc2ccc(C(=O)N3CCC(C)CC3)cc21	1	-13	3	109	-5	107	1	103
Cc1c(C)n(C)c2ccc(C(=O)N3CCN(c4ccccn4)CC3)cc12	9	-5	3	109	1	97	-6	98

5 structures already listed, ordered by molar mass, smallest number first:
SMILES	AHR act	ZTA counter	procasp7 counter	MEP2 TOR yeast	procasp3 activ	LAP4 TOR yeast	EBNA-1 inh	RPL19A-GFP yeast
Cc1nn(CC(=O)NCCCc2ccccc2)c(=O)c2cccn12	3	-20	-1	89	0	93	-4	96
C=CCN1C(=O)CSc2ccc(C(=O)N3CCC(C)CC3)cc21	1	-13	3	109	-5	107	1	103
Cc1c(C)n(C)c2ccc(C(=O)N3CCN(c4ccccn4)CC3)cc12	9	-5	3	109	1	97	-6	98
COc1ccc([C@H]2CC(=O)C=C(c3ccc(OC(F)(F)F)cc3)C2)cc1	1	1	8	96	14	109	nt	96
Cc1sc2nc(SCC(=O)NCCO)n(-c3ccccc3)c(=O)c2c1C	1	8	2	94	2	94	7	105

The results go on:
SMILES	AHR act	ZTA counter	procasp7 counter	MEP2 TOR yeast	procasp3 activ	LAP4 TOR yeast	EBNA-1 inh	RPL19A-GFP yeast
COc1ccc(C(=O)N/N=C(\C)c2ccc3c(c2)C2C=CCC2C(c2ccccc2)N3)cc1 (stereo not given)	10	-4	-19	96	-18	109	1	93
COc1cccc(CNC(=O)CCCn2ccc3cc(S(=O)(=O)N4CCCC4)ccc32)c1	1	5	-1	108	-1	110	-6	102
O=C(O)C1C2C=CC(O2)C1C(=O)NCc1ccc2c(c1)OCO2 (stereo not given)	0	2	-2	106	-6	83	-1	90
O=S(=O)(c1ccc(F)cc1)N1CCN(Cc2ccccn2)CC1	-1	3	8	100	-2	91	-6	103
CN1CCCC(OC(=O)c2ccc(S(=O)(=O)N(C)C)cc2)C1 (stereo not given)	1	-3	8	111	9	112	0	103
Cc1ccc(S(=O)(=O)N2CCOCC2)cc1C(=O)Nc1nc2ccccc2[nH]1	25	-2	8	102	1	100	3	97
Cn1cnc2cc(NC(=O)COc3ccccc3)ccc21	1	-15	5	108	17	93	-12	106
Cc1nc2scc(C)n2c(=O)c1S(=O)(=O)Nc1ccc(N2CCN(S(C)(=O)=O)CC2)cc1	3	-4	1	95	4	100	4	96
COCc1cc(NCc2ccc(Cl)cc2)nc(C)n1	2	2	-2	101	7	99	-8	103
COCc1cc(C)nc(SCc2ccc(Br)cc2)c1C#N	-3	12	0	100	-5	nt	-2	103
Cc1cc(C)c(-n2c(SCc3nc4ccccc4s3)n[nH]c2=O)c(C)c1	5	-2	5	92	7	105	-18	96
Cc1c(NC(=O)c2ccc3c(c2)OCO3)c(=O)n(-c2ccccc2)n1C	2	-2	1	106	3	101	-6	95
CC1=NN(c2ccccc2)C(=O)/C1=C/C=C/C=C/N(C)C	5	-10	-15	316*[may fluoresce violet]	-18	112[may fluoresce violet]	-17	39*[may fluoresce violet]
COC(=O)C(CC(=O)c1ccccc1)CC(=O)c1ccccc1	2	-6	11	107	-3	103	-9	97
COc1ccc(S(=O)(=O)N2CCCC(C(=O)NCCC3=CCCCC3)C2)cc1 (stereo not given)	-2	-21	-1	104	3	96	-2	100
C[C@H](NC(=O)OC(C)(C)C)C(=O)N/N=C/C1=Cc2ccccc2OC1	2	-3	5	98	4	105	2	98
CN(C)CCCn1c(=O)n(Cc2ccco2)c(=O)c2c3c(sc21)CCCCC3	1	-10	-1	101	2	107	-4	101
O=C(CN1CCOCC1)Nc1nc(-c2ccccc2Cl)cs1	3	-4	5	98	-8	106	-1	95
CCN(CC)C(=O)c1cn(-c2cccc(OC)c2)c(=O)c2ccccc12	2	-17	-4	106	-2	95	4	103
O=C(CN(Cc1cccs1)C(=O)CN1C(=O)COc2ccccc21)NCc1ccco1	3	-5	-2	99	-5	97	11	99
CN(C)c1ccc(NC(=O)CSc2n[nH]c(-c3ccco3)n2)cc1	9	3	-1	98	-2	107	12	95
Cc1ccc(NC(=O)C(Cc2ccccc2)NC(=O)OCc2ccccc2)cc1C (stereo not given)	5	7	-10	105	7	106	-8	107
CCOC(=O)c1ccc(N=NN(C)C)cc1	-1	14	0	108	-13	128	7	99
COc1cccc(OCCNc2cc(N3CCOCC3)ccc2[N+](=O)[O-])c1	35	2	2	92	-7	106	-6	99
CCc1nnc(NC(=O)CN2CCN(Cc3ccccc3C)CC2)s1	18	-4	8	109	-12	88	-3	104
